High-throughput results (PubChem BioAssay)
CaV13 FRET inh: Disruptors of the CACNA1D IQ motif to Ca2+-dependent inactivation inhibitor domain association, primary screening, Förster resonance energy transfer in intact living …. HEK cells, CFP/YFP FRET ICDI-IQ, plate reader, 10 min; percent FRET-ratio fall versus neutral wells. inhibition, % at 12.3 µM. hit rate 0.098% among 340,000. AID 743397;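 active = mean replicate inhibition of at least 30% and at least 1% of replicates passing that level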;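 note: 0% = median of the neutral control wells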
The depositor's hits bear a star. Some of the compounds tested, so the mix of outcomes need not match the whole.

SMILES	CaV13 FRET inh
COc1cccc(N2CCN(C(=O)c3ccc4nc(N5CCC(C)CC5)sc4c3)CC2)c1	-3
COC(=O)C1=C(C)N(C)C(=NCc2ccc(OC)cc2)NC1c1ccc(Cl)cc1 (configuration not stated)	-8
O=C(N1CCN(Cc2ccc3c(c2)OCO3)CC1)C12CC3CC(CC(C3)C1)C2	-3
O=S1(=O)CC(N2CCCC2)CN1Cc1cn(Cc2ccc(C(F)(F)F)cc2)nn1 (configuration not stated)	-3
CCOC(=O)/C(C#N)=C/c1cc(C)n(-c2ccc(Br)cc2)c1C	-5
CC(=O)O[C@H]1C=C[C@@H](NC(=O)OC(C)(C)C)C1	-9
COC(=O)CC#C[C@H](C)[C@@H](NS(C)(=O)=O)C1CCCCC1	-16
Cc1ccc2c(Cn3cc(C(F)(F)F)cc(Cl)c3=O)cc(=O)oc2c1	-6
COC(=O)c1cc2c(c3c4cc(C)ccc4n(S(=O)(=O)c4ccc(OC)cc4)c13)C(=O)N(Cc1ccccc1OC)C2	-7
CCCCCCCCN1C(=O)[C@@H](CC(=O)NCC2CCCCC2)C[C@@]2(C(=O)OC)C1=C[C@H](C(C)(C)C)O[C@@H]2C	-9
N#Cc1ccc(C23CC4(C2)[C@H](CN(Cc2ccc(-c5ccccc5)cc2)[C@@H]4c2ccccc2)C3c2ccc(C(F)(F)F)cc2)cc1 (some centres not stated)	-10
CCCCCCC12C(=Cc3cc(C)ccc31)c1ccccc1C(CC(=O)NCc1ccccc1)N2C(=O)OC (configuration not stated)	-6
CC(C)C[C@H]1COc2c(Cl)cccc2S(=O)(=O)N1Cc1cccc(Cl)c1	-6
CCOC(=O)CN1C(=O)[C@]2(OCCC=C[C@H]2C)c2cc(OC)ccc21	-4
CC(C)C[C@H]1COc2cc(N3CCOCC3)ccc2S(=O)(=O)N1	-5
CN(C)CC(CCC(CN(C)C)C(O)(c1ccccc1)c1ccccc1)C(O)(c1ccccc1)c1ccccc1 (configuration not stated)	2
COc1ccc2nc(-c3ccc(CN4CCC5(CC4)CNc4ccccc45)cc3)c(-c3ccccc3)nc2c1	-11
CC(NC(=O)c1ccccc1)c1nc2ccccc2n1Cc1ccccc1F (configuration not stated)	-5
CCCCCCCCN1C(=O)[C@@H](CC(=O)NCCCN2CCCC2=O)C[C@@]2(C(=O)OC)C1=C[C@H](C(C)(C)C)O[C@@H]2C	-13
COc1ccc(S(=O)(=O)Nc2ccc3c(c2)C(=O)N([C@H](C)CO)C[C@H](C)[C@H](CN(C)C(=O)Nc2ccc(F)cc2)OCCCC[C@@H](C)O3)cc1	-6
Cc1ccc(C)c(N2CCN(CCCNC(=O)CCC(=O)N3CCOc4ccc(Cl)cc43)CC2)c1	-14
COc1ccc(Cc2c(-c3ccc(F)cc3)nc3ccc(C)cn23)c(C)c1	-7
C=CCN1C(=O)/C(=C2/Sc3ccc(OC)cc3N2C)SC1=Nc1ccc(OC)cc1	-5
Cn1nc(C(C)(C)C)cc1C(=O)NCC1CCN(C(=O)C(=O)c2cc3ccccc3o2)CC1	-9
O=C1CC(c2ccccc2Cl)Cc2c1cnn2-c1nc2ccccc2s1 (configuration not stated)	-4
CCCCCCCCN1C(=O)[C@@H](CC(=O)NCCC(C)C)C[C@@]2(C(=O)OC)C1=C[C@H](C1CCCC1)O[C@@H]2C	-9
COc1ccc(-n2cnnc2SC(C)c2nc3sc(C)c(C)c3c(=O)[nH]2)cc1 (configuration not stated)	-8
COC(=O)C1=C(C)N(Cc2ccc(C(F)(F)F)cc2)C(=NCc2ccc3c(c2)OCO3)NC1c1ccccc1 (configuration not stated)	-5
COc1ccc(C2CC(=O)C(c3ccccc3)=CN2Cc2ccccc2)cc1 (configuration not stated)	-4
Cc1nnc2n1N=C(c1ccc3c(c1)NC(=O)CO3)CS2	-3
CN(C)c1ccc(N(C)C)c(C(O)(c2ccccc2)c2ccccc2)c1	-14
CCCN(C(=O)C1CCCN(c2ncnc3c2nc2n3CCCCC2)C1)c1ccccc1C (configuration not stated)	-7
Cc1ccc2nc3n(c(=O)c2c1)-c1cc(Cl)ccc1C(=O)NC3Cc1ccc(O)cc1 (configuration not stated)	-12
CCSc1nnc(NC(=O)CSc2nccn2-c2cccc(C)c2C)s1	0
COC(=O)/C=C1\Nc2ccc(Cl)cc2C(=O)NC1=O	-4
O=C(OCc1cc(Cl)ccc1OC(F)F)c1cc(S(=O)(=O)O)ccc1O	-4
O=C1c2ccccc2C(=O)N1CCCc1nc2ccccc2c(=O)n1-c1cccnc1	-5
NC(=O)c1c(N)[nH]c(C(=O)c2ccccc2)c1-c1ccccc1	-6
C[C@H](O)[C@@H]1C(=O)N2CCc3c([nH]c4cccc(-c5ccccc5)c34)[C@@H]2C[C@@H]1N(C)C(=O)NC1CCCCC1	-5
O=C(O)c1ccc2c(c1Sc1ccccc1)C(=O)c1ccccc1C2=O	-2
CN(C)Cc1c(C(C)(C)O)[nH]c2ccccc12	-6
CCOC(=O)c1cnc2c3c(noc13)CCC2	-5
C[C@H](O)[C@@H]1C(=O)N2CCc3c([nH]c4c(-c5ccccc5)cccc34)[C@@H]2C[C@@H]1N(C)CC1CCCCC1	-3
COCCNC(=S)N(C)[C@H]1C[C@H]2c3[nH]c4c(-c5ccc6c(c5)OCO6)cccc4c3CCN2C(=O)[C@H]1[C@H](C)O	-3
COc1ccc(CCN2CCC(CN3C(=S)NC[C@@H]3Cc3ccccc3)CC2)cc1OC	-4
CC(C)(C)OC(=O)N1O[C@H]2C=C[C@@H]1C2	-9
O=C(NCCCCC(NC(=O)c1ccccc1)C(=O)O)OCc1ccccc1 (configuration not stated)	-11
NC(Cc1ccc(O)cc1)C(=O)NN=Cc1ccccc1Cl (configuration not stated)	-8
COc1ccc(CN2CCN(CCCc3ccccc3)CC2)c(OC)c1	-2
CCc1c(-c2ccc(Br)cc2)ncn1CCc1ccccc1OC	-7
NC(N)=Nc1cc2ccccc2c2ccccc12	-19
CC1=C(C)SC(=C(C#N)c2nnc(N3CCOCC3)n2-c2ccccc2)S1	-8
C[C@H](NC(=O)C[C@@H]1C[C@@H]2c3cc(NC(=O)C4CCC4)ccc3O[C@@H]2[C@@H](CO)O1)c1ccccc1	-5
CC(C)[C@H](NC(=O)CC1CCCC1)C(=O)N1CCC[C@H]1C(=O)NCc1ccccc1	-9
CN(c1cccnc1)c1ccc(NC(=O)Cc2cn(Cc3ccccc3)c3ccccc23)cc1Br	-1
C=CCN1[C@@H](C)[C@H](c2ccccc2)Oc2cccc(N3CCCC(C)C3)c2S1(=O)=O (some centres not stated)	-5
COC(=O)C1CC(O)CN1C(=O)NC1CCCCC1 (configuration not stated)	-5
COC(=O)c1cc2c(c3c4cc(C)ccc4n(S(=O)(=O)c4ccc(OC)cc4)c13)C(=O)N(Cc1ccccc1)C2	-9
COC(=O)C1=C(C)N(Cc2ccc(C(F)(F)F)cc2)C(=NCC2CC2)NC1c1cccc(Cl)c1 (configuration not stated)	-12
CN1OC[C@@H]2CN(CC3CCCCC3)[C@H](c3ccc(-c4ccc(C#N)cc4)cc3)C[C@@H]21	-5
Further entries.
SMILES	CaV13 FRET inh
CC1(C)CC(=O)C=C(C2CC2)C1=O	-7
O=C(N[C@H](C(=O)N1CCC[C@H]1C(=O)NCCc1ccccc1Cl)c1ccccc1)C1CC1	-9
COc1cc(/C=C2\C(=O)NN(c3ccccc3)C2=O)ccc1OCC(N)=O	2
COC(=O)c1cc2c(c3c4ccccc4n(S(=O)(=O)c4ccc(C)cc4)c13)C(=O)N(CC(C)C)C2	-4
Fc1ccc(Oc2ccnc(Cl)n2)c(Cl)c1	-21
CCC(=O)Nc1cccc(NC(C)=O)c1	-6
CC(C)CNc1cccc2c1S(=O)(=O)N[C@@H](C)CO2	-6
COc1cc(OC)cc(C(=O)NCC2CCN(C(=O)C(=O)c3cccs3)CC2)c1	-9
Cc1ccc(Cc2c(C)nc3nc(SCC(=O)NCCCN4CCCCCC4)nn3c2C)cc1	-3
C=CCN=C1NC(CCc2ccccc2)C(C(=O)OC)=C(C)N1Cc1cccc(C(F)(F)F)c1 (configuration not stated)	-4
COc1ccc(C2NC(C(=O)O)CS2)cc1COCC(F)(F)F (configuration not stated)	-3
CC(C)(C)C(=O)c1c(N)[nH]c(C(=O)c2ccccc2)c1-c1ccccc1	-15
O=C(N[C@H](C(=O)N1CCC[C@H]1C(=O)NC1CCCC1)C1CCCCC1)c1cccs1	-11
CC(=O)C1=C(C)N(Cc2ccc(Cl)cc2)C(=S)NC1c1ccc(Cl)cc1 (configuration not stated)	-2
CCCCCCCCN1C(=O)[C@@H](CC(=O)N2CCCCC2)C[C@@]2(C(=O)OC)C1=C[C@H](C(C)(C)C)O[C@@H]2C	-10
COC(=O)[C@]12C[C@H](CC(=O)N3CCSCC3)C(=O)N(Cc3ccc4c(c3)OCO4)C1=C[C@H](C(C)(C)C)O[C@@H]2C	-9
O=C(NCC1CCN(C(=O)C(=O)c2cc3ccccc3o2)CC1)c1ccc2c(c1)OCO2	-11
C=CCNc1cccc2c1S(=O)(=O)N[C@@H](Cc1ccccc1)CO2	-3
C[C@@H]1ON(C)[C@H]2C[C@H]3c4[nH]c5cccc(Br)c5c4CCN3C(=O)[C@@H]12	-3
O=c1c2cnn(-c3ccc(F)cc3)c2ncn1Cc1ccccn1	-6
COc1ccc(CCn2c(-c3ccccc3)nc3c(c(=O)c4ccccc4n3C)c2=O)cc1	-6
CCOc1cc(N2CCC(O)CC2)ccc1Nc1ncc2c(n1)N(C)c1ccccc1C(=O)N2C	-10
COC(=O)[C@@]1(Cc2ccc(F)cc2)[C@H]2c3cc(C(=O)N(C)C)n(Cc4nc5ccccc5[nH]4)c3C[C@H]2CN1C(=O)c1ccccc1	-10
CCc1c(-c2ccc(Cl)cc2)ncn1CCc1ccccc1OC	-10
CCOP(=O)(OCC)C(Nc1cccc(C(F)(F)F)c1)c1ccc(Br)cc1 (configuration not stated)	-4
Cc1cc(=S)c2cccc(C)c2[nH]1	-4
O=C(CN1N=C(c2ccccc2)CCC1=O)NCc1ccco1	-2
CN1CCCCC(NC(=O)c2ccc(Cl)cc2Cl)C1=O (configuration not stated)	-2
COC(=O)C1=C(C)N(Cc2ccccc2C(F)(F)F)C(=NCc2ccc3c(c2)OCO3)NC1CCc1ccccc1 (configuration not stated)	-8
Cc1cc2c(s1)c1cnn(CC(=O)NCCc3ccccc3)c(=O)c1n2C	-4
C(=C\c1ccccc1)/C=N/Nc1nncc(-c2ccccc2)n1	-4
COC(=O)CCCCCN1C(=O)NC(c2ccc(-c3ccccc3)cc2)C(C(=O)OCc2ccccc2)=C1C (configuration not stated)	-7
CCNC(=O)N1C[C@H]2CON(C)[C@H]2C[C@H]1c1ccc(N2CCCCC2)cc1	-4
CN(CCO)C(=O)c1nc[nH]c1C(=O)N1CCN(c2ccccc2)CC1	-4
CC(=O)C1=C(C)N(Cc2ccc(Br)cc2)C(=S)NC1c1cccc(Br)c1 (configuration not stated)	-4
Brc1ccc(COCCc2cn(Cc3ccccc3)c3ccccc23)cc1	-3
O=C(NCC1CCN(C(=O)C(=O)c2cc3ccccc3o2)CC1)c1cc(C(F)(F)F)cc(C(F)(F)F)c1	-9
O=C1NC(Cc2ccc(O)cc2)c2nc3ccc(Br)cc3c(=O)n2-c2ccc(Cl)cc21 (configuration not stated)	-13
COc1cccc(C2NC(=O)N(CCCC(=O)O)C(C)=C2C(=O)OCc2ccccc2)c1 (configuration not stated)	-5
Cc1c(C(=O)NCCCN2CCOCC2)sc2nc(-c3ccccc3)cn12	-5
COc1ccc([N+](=O)[O-])cc1NS(=O)(=O)c1ccc(Cl)c(C(=O)Nc2sc3c(c2C#N)CCCCC3)c1	-4
CN1C(=S)SC(N2OC3C(=O)N(c4ccccc4)C(=O)C3C2c2ccccc2)C1(C)C (configuration not stated)	-7
CC(C)OC(=O)[C@@H](Cc1ccccc1)N[C@H](/C=C/c1ccccc1)[C@@H](O)Cc1ccccc1	-4
C[C@H](O)[C@@H]1CN2CCc3ccc(-c4ccc5c(c4)OCO5)cc3[C@@H]2C[C@@H]1N(C)C(=O)c1ccco1	-3
NC(=O)Cn1nc2sc3ccccc3n2c(=O)c1=O	-14
COc1ccc(N2C(=O)c3[nH]nc(-c4ccccc4)c3C2c2cccc(C(F)(F)F)c2)cc1 (configuration not stated)	-5
O=C/C=C/c1coc2ccc3ccccc3c2c1=O	-4

By substructure, the compounds so far with an NH in an aromatic ring
SMILES	CaV13 FRET inh
COc1ccc(-n2cnnc2SC(C)c2nc3sc(C)c(C)c3c(=O)[nH]2)cc1 (configuration not stated)	-8
NC(=O)c1c(N)[nH]c(C(=O)c2ccccc2)c1-c1ccccc1	-6
C[C@H](O)[C@@H]1C(=O)N2CCc3c([nH]c4cccc(-c5ccccc5)c34)[C@@H]2C[C@@H]1N(C)C(=O)NC1CCCCC1	-5
CN(C)Cc1c(C(C)(C)O)[nH]c2ccccc12	-6
C[C@H](O)[C@@H]1C(=O)N2CCc3c([nH]c4c(-c5ccccc5)cccc34)[C@@H]2C[C@@H]1N(C)CC1CCCCC1	-3
COCCNC(=S)N(C)[C@H]1C[C@H]2c3[nH]c4c(-c5ccc6c(c5)OCO6)cccc4c3CCN2C(=O)[C@H]1[C@H](C)O	-3
CC(C)(C)C(=O)c1c(N)[nH]c(C(=O)c2ccccc2)c1-c1ccccc1	-15
C[C@@H]1ON(C)[C@H]2C[C@H]3c4[nH]c5cccc(Br)c5c4CCN3C(=O)[C@@H]12	-3
COC(=O)[C@@]1(Cc2ccc(F)cc2)[C@H]2c3cc(C(=O)N(C)C)n(Cc4nc5ccccc5[nH]4)c3C[C@H]2CN1C(=O)c1ccccc1	-10
Cc1cc(=S)c2cccc(C)c2[nH]1	-4
CN(CCO)C(=O)c1nc[nH]c1C(=O)N1CCN(c2ccccc2)CC1	-4
COc1ccc(N2C(=O)c3[nH]nc(-c4ccccc4)c3C2c2cccc(C(F)(F)F)c2)cc1 (configuration not stated)	-5
